Assay outcomes deposited in PubChem by Sanford-Burnham Center for Chemical Genomics.
MKP-3 inhibition: MKP-3 phosphatase inhibitors, primary screen, biochemical, rat enzyme, in vitro (AID 425). Dual specificity protein phosphatase 6 (Rattus norvegicus). recombinant MKP-3 phosphatase activity, fluorescence; higher % means a stronger effect. inhibition, % at 20 µM, or IC50 in µM where a hit was titrated. 0.17% of 110,000 active; in the data active means inhibition above about 50%;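 further: plate controls were vehicle for no effect and reference inhibitor for full effect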
Hsp70 inhibitors: Hsp70 inhibitors, probe displacement, primary screen, biochemical, fluorescence polarization (AID 583). Heat shock 70 kDa protein 1A (Homo sapiens). Hsp70 fluorescence polarization probe displacement, mP; higher % means a stronger effect. one-dose displacement, % at 20 µM; IC50 in µM for titrated hits. 0.06% of 140,000 active; in the data active means displacement above about 50%;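 further: plate controls were vehicle for no effect and reference ligand for full effect; a part of the inactive calls stands beside numbers as strong as those of hits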
* hit, by the source's call; nt = not tested or not shown; & = joins results of further samples.

The line under a structure holds: MKP-3 inhibition	Hsp70 inhibitors
- Cc1ccc(CC(NC(=O)c2ccccc2)C(=O)NCC(=O)O)cc1 (centres undefined)
    nt	1.2%
- COC(=O)C1=C(C)N(CC2CCCO2)C(=O)C1 (centres undefined)
    -4%	-4.3%
- COc1ccc(NC(=O)C2C3C=CC(C3)C2C(=O)NCc2ccccn2)c(OC)c1 (centres undefined)
    nt	-3.2%
- CCOc1ccc(N(CC(=O)N2CCOCC2)S(=O)(=O)c2ccc(Cl)cc2)cc1
    2%	-0.8%
- COC(=O)/C(=C/c1ccccc1)C(C)=O
    1%	-0.7%
- O=C(NC(Cc1c[nH]c2ccccc12)C(=O)O)c1ccco1 (centres undefined)
    nt	8.0%
- Cc1cc(=O)n2[nH]c(-c3cccc(Cl)c3)cc2n1
    3%	1.5%
- CN1CCN(C(=O)c2cc3nc(-c4ccc([N+](=O)[O-])cc4)cc(C(F)(F)F)n3n2)CC1
    2%	3.6%
- CCOc1cc(S(=O)(=O)N2CCCCC2)ccc1F
    nt	-2.2%
- CCCCOC(=O)n1c(=S)oc2cc(Cl)ccc21
    nt	5.2%
- COc1cccc(-n2ccnc2SCC(=O)Nc2nccs2)c1
    5%	-7.9%
- COc1ccc(NC(=O)C(C)N2c3cccc4cccc(c34)S2(=O)=O)cc1OC (centres undefined)
    nt	5.3%
- COc1ccc2nc(NC(=O)c3ccc(S(=O)(=O)N(C)C)cc3)sc2c1
    -6%	-0.9%
- Cc1cc(NC(=O)CCC(=O)N(c2ccc(F)cc2)C2(C(=O)NC3CCCCC3)CCCC2)no1
    2%	4.7%
- CC(C)OC(=O)c1c2nc3ccccc3nc2n2c1[nH]c(=O)c1ccccc12
    -15%	-8.3%
- CC1(C)CC(NCc2ccc3c(c2)OCO3)CCO1 (centres undefined)
    nt	2.6%
- COC(=O)C1=C(N)Oc2cc(C)n(CCN3CCOCC3)c(=O)c2C1c1cccnc1 (centres undefined)
    -5%	-6.5%
- Cc1cccc(NC(=O)CCSc2nncn2C)c1
    nt	2.1%
- O=C(Nc1nc2ccc(Cl)cc2s1)C(c1ccccc1)c1ccccc1
    -4%	-1.2%
- CCOC(=O)C1CCCN(C(=O)CCCn2nc(C)n3c(cc4sccc43)c2=O)C1 (centres undefined)
    -8%	2.5%
- O=C1CSC(c2ccc(Cl)cc2)N1C1CCCCC1 (centres undefined)
    nt	8.1%
- CC(NC(=O)CCC(=O)NC(C)C1COc2ccccc2O1)C1COc2ccccc2O1 (centres undefined)
    -12%&-2%	0.2%&0.4%
- CCOC(=O)CSc1nnc(Cn2c(=O)sc3ccccc32)n1-c1ccccc1C
    4%	10%
- CCC(=O)Nc1ccc2c(c1)nc(CN1CCN(C(C)=O)CC1)n2C
    nt	7.6%
- C=CCN1C(=O)/C(=C\c2cc(Cl)c(OCc3ccccc3F)c(OC)c2)SC1=S
    4%	0.5%
- NC(=O)NC(c1ccccc1)c1cccnc1 (centres undefined)
    0%	2.5%
- CCOC(=O)/C(C#N)=C1/CCCCCN1C
    -7%	-1.6%
- CCN1C(=O)/C(=C/c2ccc(OC(=O)c3cccc(C)c3)c(OC)c2)SC1=S
    -2%	1.7%
- CC(NS(=O)(=O)c1ccc(Cl)cc1)c1ccccc1 (centres undefined)
    0%	-4.1%
- CNC(=O)c1cc2c(=O)n3cc(C)ccc3nc2n(Cc2ccco2)c1=N
    0%	3.9%

Profiles, looked up by structure. Order of screens: MKP-3 inhibition, Hsp70 inhibitors
Entry for CCC(=O)Nc1ccc2c(c1)nc(CN1CCN(C(C)=O)CC1)n2C : nt, 7.6%
Entry for CCN1C(=O)/C(=C/c2ccc(OC(=O)c3cccc(C)c3)c(OC)c2)SC1=S : -2%, 1.7%
Entry for COC(=O)C1=C(C)N(CC2CCCO2)C(=O)C1 (centres undefined) : -4%, -4.3%
Entry for O=C(NC(Cc1c[nH]c2ccccc12)C(=O)O)c1ccco1 (centres undefined) : nt, 8.0%
Entry for COc1ccc2nc(NC(=O)c3ccc(S(=O)(=O)N(C)C)cc3)sc2c1 : -6%, -0.9%

The list goes on:
The line under a structure holds: MKP-3 inhibition	Hsp70 inhibitors
- Cc1cc(C(=O)Nc2ccc3c(c2)OCO3)cs1
    -14%	-1.9%
- CSCCC(NC(=O)c1ccccc1)C(=O)NC1CCCC1 (centres undefined)
    -4%	3.9%
- Cc1ccc(-n2nc(C)c(C3C(C#N)=C(N)OC4=C3C(=O)CCC4)c2Cl)cc1 (centres undefined)
    -6%	3.5%
- COc1ccc(C2C(C#N)=C(C)NC3=C2C(=O)c2ccccc23)cc1 (centres undefined)
    -8%	-0.2%
- COc1ccc(Nc2nc(C)cc(C)c2C#N)cc1OC
    -9%	-4.0%
- Cc1ccc2[nH]cc(C(=O)CN3CCN(c4ccccn4)CC3)c2c1
    -16%	-5.4%
- COc1ccccc1S(=O)(=O)Cc1ccc(C(=O)N2CCN(c3cccc(Cl)c3)CC2)o1
    -11%	-3.4%
- CCCn1c2ccccc2c2nnc(SCC(=O)OC)nc21
    -11%	-0.1%
- O=C1c2ccccc2C(=O)C1(Nc1ccc2c(c1)oc1ccccc12)c1ccccc1
    6%	1.6%
- O=C1c2ccccc2C(=O)N1C/C=C/CN1C(=O)c2ccccc2C1=O
    -5%&-6%	3.5%&0.1%
- CC12CC(c3ccccc3O1)C(C(=O)N1CCOCC1)C(=O)N2 (centres undefined)
    -13%	-2.3%
- COCCNC(=O)CN(C(=O)CCC(=O)Nc1ccccn1)c1ccc(F)c(Cl)c1
    -12%	8.7%
- CCCCOc1ccc(NC(=O)C2CC=CCC2C(=O)O)cc1 (centres undefined)
    -22%&3%	2.8%&0.2%
- CC(C)c1ccc(NC(=O)N2CCC(c3nc4ccccc4o3)CC2)cc1
    7%	0.6%
- Cc1nc(Cl)c(C(=O)NC(=O)Nc2cccc(C(F)(F)F)c2)c(C)c1[N+](=O)[O-]
    nt	-3.2%
- O=C(CCN1C(=O)/C(=C/c2ccccc2)SC1=S)Nc1ncc(Cc2ccccc2Cl)s1
    0%	3.3%
- COc1cc(/C=N/n2cnnc2)c([N+](=O)[O-])cc1OCCC(C)C
    -3%	4.7%
- COc1ccc(C2(CNC(=O)c3cc4ccccc4o3)CCCC2)cc1OC
    2%	-0.2%
- CCN(CC)CCNC(=O)Cn1c(-c2ccccn2)nc2ccccc21
    -2%	8.0%
- Cc1csc(-c2cc3ccc(O)c(CN4CC5(C)CC4CC(C)(C)C5)c3oc2=O)n1 (centres undefined)
    2%	109%
- C=CCn1cc(C(=O)NCc2cccnc2)c(=O)c2cc(S(=O)(=O)N(CC)CC)ccc21
    -8%	5.0%
- CC(C)OC(=O)CC(=O)CSc1nc2c(cc1C#N)CCCCC2
    nt	-3.5%
- N#CCCn1cc(/C=C2/NC(=S)N(c3ccc(-c4ccccc4)cc3)C2=O)c(-c2ccccc2)n1
    4%	-5.9%
- O=C(NCc1cccnc1)c1cccc(S(=O)(=O)N2CCOCC2)c1
    5%	-0.8%
- COc1ccc(-c2cc(C(F)(F)F)nc(N3CCN(C)CC3)n2)cc1
    -5%	2.8%
- CCCCOc1ccc(C2C3CN(C(=O)OCC)CC=C3C(C#N)=C(N)C2(C#N)C#N)cc1OC (centres undefined)
    1%	-8.9%
- Cc1ccc(-c2csc(N)n2)s1
    -12%	-1.2%
- COc1cc(Cl)cc(/C=N/NC(=O)/C(=C\c2ccc3c(c2)OCO3)NC(=O)c2ccccc2)c1O
    5%	0.1%
- COc1ccc(NC(=O)c2oc3ccccc3c2NC(=O)c2ccco2)c(OC)c1
    -9%	-2.7%
- O=C(NC1CCCCCC1)c1cccc(COCC(F)(F)F)c1
    nt	2.5%

A few values from the results shown:
For MKP-3 inhibition, Cc1ccc(-n2nc(C)c(C3C(C#N)=C(N)OC4=C3C(=O)CCC4)c2Cl)cc1 (centres undefined) is entered as -6%
For MKP-3 inhibition, O=C(CCN1C(=O)/C(=C/c2ccccc2)SC1=S)Nc1ncc(Cc2ccccc2Cl)s1 is entered as 0%

Other compounds:
The line under a structure holds: MKP-3 inhibition	Hsp70 inhibitors
- CC1(C)SC(=S)N(/N=C/c2ccccc2)C1N(O)C(=O)Nc1ccc([N+](=O)[O-])cc1 (centres undefined)
    nt	-1.2%
- O=c1c2ccccc2nnn1CSc1nnc(C2COc3ccccc3O2)n1-c1ccccc1 (centres undefined)
    -13%	-4.0%
- CC(C)c1ccc(OCC(O)CN2CCN(c3ccccc3)CC2)cc1 (centres undefined)
    -7%	5.0%
- CCOc1ccc(C2N(c3ccc(OC)cc3)C(=O)C3CCCN32)cc1OC (centres undefined)
    -2%	-0.7%
- CC(C)(C)C(=O)/C=C/Nc1ccccc1O
    nt	-1.2%
- O=C(c1ccc(N2CCN(C(=O)c3ccccc3)CC2)cc1)c1cccc(F)c1
    5%	-1.2%
- Cc1ccc(-c2nnc(NC(=O)c3cccs3)s2)cc1
    0%	1.8%
- COC(=O)c1cc(=O)nc2sc3cc(OC)ccc3n12
    nt	1.2%
- CCN(c1ccccc1)S(=O)(=O)c1ccc2[nH]cc(C(=O)N3CCOCC3)c(=O)c2c1
    -4%	3.7%
- O=C(N/N=C/C(Br)=C/c1ccccc1)c1n[nH]c2c1CCC2
    nt	-28%
- O=C(CC1SC(=O)NC1=O)Nc1ccc(C(=O)O)cc1 (centres undefined)
    2%	0.3%
- CC1CC(Nc2ccccc2)c2ccccc2N1C(=O)NC1CCCCC1 (centres undefined)
    2%	-5.0%
- COC(=O)C(=C/C=C/N(C1CCCCC1)C1CCCCC1)C(=O)OC
    1%	0.0%
- CC1(C)CC(=O)C(CC(=O)Nc2cccc3ccccc23)=C(O)C1
    2%	3.8%
- CCOC(=O)CSc1nnc(CNC(=O)c2cc(OCC)c(OCC)c(OCC)c2)n1C
    1%	4.5%
- COCCNC(=O)C(=O)Nc1ccccc1OC
    -3%	6.6%
- O=C(CCC(=O)OCCCC(F)(F)C(F)(F)F)NC1CCCCC1
    0%	4.2%
- CCOC(=O)C1C(=O)NC(N2CCN(Cc3ccccc3)CC2)=NC1c1ccco1 (centres undefined)
    1%	3.0%
- Cc1occc1C(=O)NCCCCNC(=O)c1ccoc1C
    -3%	-0.6%
- O=C(O)CCS(=O)(=O)Cc1cccc(Cl)c1
    -2%	-3.1%
- Cn1c(Cn2nnc3ccccc32)nnc1SCC(=O)Nc1ccc2c(c1)OCO2
    -3%	-3.8%
- O=C(Nc1nccs1)c1sc2ccccc2c1Cl
    1%	6.4%
- CCOc1ccc(N(CC(=O)Nc2ccc3c(c2)OCO3)S(C)(=O)=O)cc1
    2%	-3.0%
- CCN(Cc1ccccc1)C(c1ccc(C)cc1)c1nnnn1C(C)(C)C (centres undefined)
    nt	-3.7%
- Cc1cc(NCCCCO)n2c(nc3ccccc32)c1C#N
    3%	-1.6%&0.9%
- COc1ccc(C(=O)/C=C\NCC(=O)c2ccccc2)c(OC)c1
    1%	-1.3%
- COc1cccc(CN2C(=O)N(C(C)C)C(N(O)C(=O)NC(C)C)C2(C)C)c1OC (centres undefined)
    nt	1.5%
- CCCc1cc(=O)[nH]c(SCc2cccnc2)n1
    nt	-3.2%
- Cc1ccc(N(CC(=O)NCCSc2ccccn2)S(=O)(=O)c2ccc(F)cc2)cc1
    -4%	1.4%
- O=S(=O)(c1cccc(-c2nnc(SC(F)F)n2-c2ccccc2)c1)N1CCCCC1
    9%	-1.4%
- O=C(O)CCCCCN1C(=O)C(O)=C(C(=O)/C=C/c2ccccc2)C1c1ccccc1Cl (centres undefined)
    4%	-4.7%
- CCOC(=O)C1=C(C)OC(N)=C(C#N)C1c1ccc(OC)cc1OC (centres undefined)
    -7%	1.2%
- O=C(Nc1cccc(Cl)c1)N1CCN(c2ncccn2)CC1
    -3%	1.9%
- CC(C)Oc1ccc(C2CNC(=O)C2)cc1 (centres undefined)
    2%	1.0%
- COc1cccc(N2C(=O)NC(=O)/C(=C/c3ccc(OC)c4ccccc34)C2=O)c1
    2%	-3.6%
- COc1cccc(-c2nc(NCc3ccco3)c3ccccc3n2)c1O
    -4%	14%
- Cc1ccc(OCC(=O)N/N=C\c2ccc[nH]2)cc1
    -1%	0.4%
- COc1ccc2[nH]c3c(=O)n(Cc4ccco4)cnc3c2c1
    -7%	0.5%
- CCOc1ccc(NC(=O)C(=O)NCc2ccc(C)cc2)cc1
    0%	-5.0%
- COc1cccc(C(=O)CSc2nnc(-c3cc(OC)c(OC)c(OC)c3)o2)c1
    1%	1.7%
- CCN(CC)c1ccc(/C=C2/C(=O)NN(c3ccc(C)c(Cl)c3)C2=O)c(O)c1
    6%	-3.5%
- COc1cccc(CNC(=O)C2CCN(S(=O)(=O)c3cnc[nH]3)CC2)c1
    10%	6.8%
- CSc1ncccc1C(=O)NCc1ccc(C)cc1
    nt	2.5%
- O=C(CSc1nnc(-c2cccs2)n1-c1ccccc1)N1CCN(C(=O)c2ccco2)CC1
    8%	-2.8%
- CCc1cc(=O)oc2cc(OCC(=O)O)c(Cl)cc12
    -10%	-2.1%
- c1ccc(CN2CCC3(CC2)Nc2ccccc2CO3)cc1
    -9%	4.3%
- Cc1ccc(N2C(=O)CS/C2=C(\C(Cl)=C(Cl)Cl)[N+](=O)[O-])cc1
    nt	-3.1%
- O=C(COc1ccc(Cl)cc1)NCc1ccccn1
    1%	2.3%
- Cc1ccn2c(-c3csc(Nc4cccc(O)c4)n3)c(C)nc2c1
    3%	-3.1%
- CCOC(=O)c1ccc(NC(=O)CSc2nnc(COc3ccccc3)n2C)cc1
    -1%	-1.9%
- Clc1ccccc1OCCn1cnc2ccccc21
    -7%	-1.4%

The list is partial. The share of hits here may be higher or lower than overall.
